# Screening data from PubChem BioAssay.
# HSF1 activator: increases HSF-1 driven luciferase reporter signal. NIH3T3-HGL HSF-1 luciferase reporter, MG132, 8 h; 100% = twice DMSO control signal. activation, % at 9 µM. 300,000 tested, 1.7% active. AID 504408;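 active = mean replicate activation of at least 50% with a set share of replicates each reaching 50%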;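 note: 0% = median of the neutral control wells and 100% = twice that signal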
# GSK3beta inhib: inhibitors of human GSK3beta kinase; P49841; GST-GSK3beta kinase, ADP-Glo luminescence, 60 min; active compounds read low; activity score (negative = inhibition), % at 10 µM; 300,000 tested, 0.038% active;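 active = more than half of replicate wells score below -50%, meaning over 50% inhibition versus plate controls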;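 note: 0% = median DMSO wells and -100% = median GW8510 positive control wells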
# Target sequence (P49841 whole entry, looked up): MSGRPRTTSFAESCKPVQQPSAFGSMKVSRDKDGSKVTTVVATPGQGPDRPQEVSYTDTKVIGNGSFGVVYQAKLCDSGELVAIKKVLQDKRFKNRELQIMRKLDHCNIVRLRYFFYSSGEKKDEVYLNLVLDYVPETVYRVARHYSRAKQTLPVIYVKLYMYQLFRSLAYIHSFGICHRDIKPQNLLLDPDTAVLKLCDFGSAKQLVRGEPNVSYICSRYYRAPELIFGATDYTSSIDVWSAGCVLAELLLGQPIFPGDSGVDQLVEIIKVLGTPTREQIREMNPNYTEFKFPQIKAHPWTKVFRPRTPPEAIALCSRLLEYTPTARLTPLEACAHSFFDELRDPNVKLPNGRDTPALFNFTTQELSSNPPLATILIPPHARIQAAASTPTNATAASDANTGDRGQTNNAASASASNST
#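 Test system – GST-tagged human GSK3beta kinase, cell-free · Incubation – 60 min enzyme reaction, room temperature · Signal – ADP-Glo luminescence · Also added – peptide substrate and ATP at 25 µM · Controls – DMSO neutral wells and GW8510 at 20 µM as positive · Buffer or medium – Tris/MgCl2 kinase buffer · Measure – Luminescence-derived activity versus plate DMSO and GW8510 wells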
# aSyn 5UTR inh: MLPCN primary screen, SNCA 5' untranslated region; alpha-synuclein 5'UTR reporter, inhibitor activity; inhibition, % (tested at 7.5 µM); 300,000 tested, 0.82% active; AID 1813; in the data active = inhibition above about 60%;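 note: H4 neuroglioblastoma cells stably carrying SNCA 5'UTR luciferase fusion; 0% = DMSO wells and 100% = positive control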
# Dyrk1A ADPGlo: blocks rat Dyrk1A kinase activity; AID 504441; Q63470; ADP-Glo luminescence, NFATc1 peptide; inhibition, % at 12.5 µM; 310,000 tested, 0.43% active; in the data active = inhibition above about 50%;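 note: plate controls were vehicle with enzyme for no effect and no enzyme for full effect; many of its hits are not listed in these tables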
# HSP90 inh: inhibitors of HSP90 luciferase refolding in rabbit reticulocyte lysate. inhibition, % at 5.6 µM. 290,000 tested, 0.91% active. AID 1789. luciferase refolding luminescence, 3 h;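 active = inhibition above the screen-wide mean plus 3 SD, computed separately per campaign, cut at about 16% in these data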;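 note: 0% = DMSO wells and 100% = 60 µM geldanamycin wells; inhibitors lower the luminescence because luciferase stays unfolded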
# HSF1 inh: HSF1 inhibition; NIH3T3-HGL HSE-luciferase, MG132-induced, luminescence 8 h; active compounds read low; activity change, negative = inhibition, % at 7.5 µM (by protocol); 300,000 tested, 0.77% active; AID 2098;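 active = more than half of replicate wells show activity change below -50%, luminescence cut by over half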;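 note: luciferase reports HSF-1 transcriptional activity via heat shock element; 0% = median of DMSO wells and -100% = zero luminescence signal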
# IEC-6 tox: IEC-6 cytotoxicity, counter-screen for KLF5 inhibitors | luminescence viability | inhibition, % at 5 µM | 290,000 tested, 0.78% active | AID 1825; in the data active = inhibition above about 22%;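 note: 0% = plate median of test compound wells and 100% = cytotoxic reference compound wells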
# GSK3 alpha inh: human GSK-3 alpha kinase inhibition; inhibition, % at 10 µM; AID 2650; P49840; ADP-Glo luminescence, 60 min; 320,000 tested, 0.1% active;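 in the data active = inhibition above about 50%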;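 note: GST-tagged GSK-3 alpha with peptide substrate and 25 µM ATP; 0% = DMSO neutral wells and 100% = GW8510 positive control wells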
# Target sequence (P49840 whole entry, looked up): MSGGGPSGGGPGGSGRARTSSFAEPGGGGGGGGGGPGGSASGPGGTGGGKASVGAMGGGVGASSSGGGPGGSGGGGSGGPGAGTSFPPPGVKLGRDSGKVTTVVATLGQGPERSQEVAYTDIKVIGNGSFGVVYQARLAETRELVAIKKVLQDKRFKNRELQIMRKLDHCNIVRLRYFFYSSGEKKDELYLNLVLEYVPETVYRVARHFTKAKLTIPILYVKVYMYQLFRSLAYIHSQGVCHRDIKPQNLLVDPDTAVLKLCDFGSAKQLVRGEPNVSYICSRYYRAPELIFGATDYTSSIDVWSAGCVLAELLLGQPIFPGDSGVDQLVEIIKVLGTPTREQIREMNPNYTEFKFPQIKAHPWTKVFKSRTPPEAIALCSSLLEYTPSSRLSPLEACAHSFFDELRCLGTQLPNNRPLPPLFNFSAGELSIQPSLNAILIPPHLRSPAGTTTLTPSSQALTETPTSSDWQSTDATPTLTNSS
# Platelet DG rel: platelet dense granule release activity | human platelet-rich plasma, SFLLRN dense granule ATP release, luminescence | 300,000 tested, 0.22% active | AID 1663 | inhibition, %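 (compounds screened at 7.5 µM in platelet-rich plasma)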;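 active = mean replicate score, as percent of positive control, at or above 50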
# KLF5 inhibitor: kruppel-like factor 5 inhibition | DLD-1 KLF5 promoter-luciferase reporter, luminescence | inhibition, % at 5 µM | 290,000 tested, 0.23% active | AID 1700;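 active = inhibition above a per-plate limit of that plate's mean compound inhibition plus 3 SD, cut at about 60% in these data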;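 note: 0% = DMSO wells and 100% = LY294002 at 200 µM; higher means less KLF5 promoter-driven luciferase light; inactives centre near -14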
# The depositor's hits bear a star; nt = no result given. This is a subset; rates above refer to the full screens.
SMILES,HSF1 activator,GSK3beta inhib,aSyn 5UTR inh,Dyrk1A ADPGlo,HSP90 inh,HSF1 inh,IEC-6 tox,GSK3 alpha inh,Platelet DG rel,KLF5 inhibitor
O=C(CCn1c(=S)[nH]c2ccccc2c1=O)NCCCN1CCCC1=O,-2,2,3,-2,0,-7,1,-1,-7,-35
CCc1cccc(OCCN2CCCC2)c1,0,1,-19,0,1,-8,3,-2,3,-5
Cc1ccc(C(=O)C2CCN(S(=O)(=O)c3ccc(C(=O)O)cc3)CC2)cc1,8,0,11,-7,-2,2,-1,-1,6,-4
N#Cc1c(/N=C/c2ccco2)oc(-c2ccccc2)c1-c1ccccc1,21,2,0,-5,2,2,-2,1,21,4
COc1ccccc1NS(=O)(=O)c1cccc(NC(=O)c2ccc3ccccc3n2)c1,-12,-1,-33,1,5,-2,2,-3,4,-28
c1csc(-c2nc3ccccn3c2NC2CCCCC2)c1,14,1,26,2,-2,19,2,1,-7,-8
CCn1c(C)nnc1SCC(=O)Nc1ccccc1OC,15,4,-11,13,4,-7,-1,-1,-12,-21
COc1cc(NC(=O)COc2ccccc2)ccc1NC(=O)c1ccco1,9,0,-32,0,0,6,3,0,0,-8
COc1ccc(NC(=O)CCN2C(=O)/C(=C/c3ccc4c(c3)OCO4)SC2=S)cc1,9,-1,0,-2,2,-2,-10,1,-1,13
CCCCN1CC(COc2ccccc2)OC1=O (stereo not drawn),17,2,13,nt,-1,5,2,1,-2,-11
CCOc1ccc(/C=C/C(=O)Nc2ccc(N3CCOCC3)cc2)cc1,-16,0,-3,-8,0,2,-1,-1,-65,-3
CSc1cccc(NC(=S)N(Cc2ccccc2)Cc2cccnc2)c1,4,-1,-8,-6,0,-1,2,0,3,-13
O=C(COC(=O)C1=COCCO1)NC(=O)c1ccc(OC(F)F)cc1,3,0,0,nt,-4,2,-10,-2,3,9
C=CCN=C1SC(C)(C)C(=O)N1S(=O)(=O)c1ccc(C)cc1,19,1,4,-3,-3,0,-7,0,-2,-4
CC(Oc1ccc(-c2nccc(-c3ccccn3)n2)cc1)C(=O)NN (stereo not drawn),20,-1,5,3,-1,14,-3,6,0,-6
CN1CCN(c2ccc(S(=O)(=O)N3CCCCC3)cc2NC(=O)/C=C/c2ccc(Cl)c([N+](=O)[O-])c2)CC1,0,0,-47,4,nt,-1,nt,0,8,nt
CC(=O)Oc1ccc2c(=O)c(Oc3ccccc3[N+](=O)[O-])coc2c1,-5,3,-15,-2,-1,-5,-4,-2,-2,-24
CCOc1cc(CNCCc2ccccc2)ccc1OCC(=O)NC(C)(C)C,0,-2,8,1,-2,-9,1,-2,-10,-13
COc1ccc(S(=O)(=O)N(C)c2ccc(C(=O)NCCC(C)C)cc2)cc1,14,16,9,-9,2,0,-3,1,10,-8
O=c1cc(O)nc2n1CCCS2,4,0,5,9,1,2,-2,1,1,-20
CC(NC(=O)c1c(O)c2ccccc2n(C)c1=O)c1ccccc1 (stereo not drawn),24,nt,-17,-5,0,12,9,-2,3,-37
COc1cc(C(=O)N2CCC(NC(=O)C(Cc3ccccc3C)NC(C)=O)CC2)cc(OC)c1OC (stereo not drawn),-5,-3,6,-11,-3,-10,-4,6,11,-13
C#CCCCCCCC#CCN(C)C,12,0,14,0,0,-2,-2,1,-1,-11
O=C(Cn1nnc2ccccc2c1=O)Nc1cc(C(F)(F)F)ccc1N1CCOCC1,-2,0,-2,4,0,-6,0,-1,0,-2
CC(=O)Nc1nc(NC(=O)/C=C/c2ccccc2)n(-c2ccccc2)n1,-38,4,79*,nt,10,-26,24*,-3,-6,27
Cc1ccc(Cl)cc1NC(=O)C1CCCN(S(=O)(=O)c2c(C)noc2C)C1 (stereo not drawn),-3,3,4,nt,2,6,-2,0,3,-6
COc1ccccc1/C=N/Nc1nc(C)cc(C)n1,4,2,10,nt,3,-1,3,-2,-3,-18
COCC(=O)Nc1ccc(C(N)=O)cc1,-12,2,15,-1,3,1,7,-2,-4,-27
CN1c2ccsc2C(=O)/C(=C\Nc2cccc(C(F)(F)F)c2)S1(=O)=O,-2,5,10,nt,-1,-6,4,-2,8,-16
CC1=NN(c2ccccc2)C(=O)/C1=C/c1cn(C)c2ccccc12,40,0,-13,-79,4,6,4,-9,-2,1
O=C(O)CC(Cc1ccc(Cl)cc1)C(=O)Nc1ccccc1 (stereo not drawn),5,1,-3,nt,0,-10,-4,-1,-6,-29
Cc1cc(C)cc(OCCNC(=O)CCc2ccccc2)c1,-19,-5,-11,6,-6,-6,2,1,0,4
Cc1ccc(C(=O)N/C(=C\c2cn(-c3ccccc3)nc2-c2ccccc2)C(=O)N2CCOCC2)cc1,-21,2,18,-6,2,-3,-1,-1,-1,-7
CCN(CC)S(=O)(=O)c1cc(NC(=O)COC(=O)c2ccc(NC(=O)CC#N)cc2)ccc1C,3,4,20,nt,-1,-2,1,-1,-3,-35
O=C(CCn1cccc1)Nc1cccc(F)c1,-2,3,0,4,-2,4,-1,1,-21,-7
NNC(=O)CCc1ccc(S(=O)(=O)N2CCOCC2)cc1,-5,1,1,-3,-1,1,-4,-2,-7,-39
Cc1c2cnn(CC(=O)Nc3cccc(C(F)(F)F)c3)c(=O)c2c(C)n1Cc1ccccc1F,25,2,-12,-1,-3,0,-2,-1,-3,12
CC(=O)NC(Cc1cccc(C)c1)C(=O)NC1CCN(C(=O)NCc2ccccc2)CC1 (stereo not drawn),12,1,13,-9,2,2,4,nt,3,-6
COc1cccc(/C(C)=N/N=C(\C)c2cccc(OC)c2)c1,5,3,-275,-3,0,-9,0,0,1,-181
N#Cc1nc(-c2ccc(Cl)cc2)oc1NCc1cccc2c1OCO2,-2,1,-3,-2,-2,-1,1,0,10,-1
Cc1ccc(S(=O)(=O)CC(O)COc2ccc(C#N)cc2)cc1 (stereo not drawn),-11,-1,6,1,-2,2,-10,0,3,-23
COc1ccc(NC(=S)N(CCCN2CCCC2)Cc2cccn2Cc2ccc(Cl)cc2)cc1Cl,29,-3,0,-3,0,19,-4,-2,-5,-16
CN1/C(=C\C=C2/SC(=S)NC2=O)C(C)(C)c2ccccc21,-28,-34,26,10,-2,-4,1,39,5,-29
C/C(=N\Nc1ccc(S(N)(=O)=O)cc1[N+](=O)[O-])c1cccnc1,-3,0,8,-1,2,2,3,-2,-32,-1
Cc1ccc(S(=O)(=O)NCc2ccc(C(=O)NC3CCC(C)CC3)cc2)cc1 (stereo not drawn),1,nt,3,4,-4,-1,-5,0,-5,-25
Cc1ccc2cc(CCNS(=O)(=O)c3ccc(Cl)cc3)c(=O)[nH]c2c1C,20,-4,18,3,-4,8,-2,0,1,4
Cc1ccc(-c2csc(NC(=O)CN3C(=O)CCC3=O)n2)cc1,1,0,-13,-2,-2,4,3,-3,-1,16
O=C(O/N=C/c1ccc2c(c1)OCO2)c1ccc([N+](=O)[O-])cc1,2,0,7,0,-1,-2,1,-1,-2,-22
COc1ccc(/C=N/N2C(=N)SCC2=O)cc1,20,-1,-19,8,2,5,4,-3,2,0
CC(C)C(C(=O)NCC1CCCO1)N(Cc1ccco1)C(=O)CNS(=O)(=O)c1ccccc1 (stereo not drawn),-2,4,7,3,5,-4,-1,0,-1,-2
Cc1nc(SCC(=O)NCC2CCCO2)c2c3c(sc2n1)CCC3 (stereo not drawn),38,-4,3,1,-2,14,4,-1,0,-31
CCn1c(CC(=O)Nc2ccccc2)nnc1SCC(=O)NC1=NCCS1,8,-6,-5,3,3,-2,7,0,15,-1
CCCCSCCCNC(=O)c1ccc(CS(=O)(=O)c2ccccc2OC)o1,10,1,22,-1,-3,-1,-2,-1,-6,-23
CSc1cccc(NC(=O)CN(C)S(=O)(=O)c2ccc(F)cc2)c1,-4,-1,1,9,-5,-6,-3,-2,8,-43
COc1cc(NC(=O)COc2cccc(C)c2C)ccc1NC(=O)c1ccco1,-5,0,-6,0,0,0,-1,-1,3,-32
COc1cccc(NC(=O)NC2(C(=O)N3CCN(C)CC3)CCCCC2)c1,-2,-1,16,2,-5,-3,-3,-1,9,-13
O=C(COc1cccc(Br)c1)N/N=C1\CCSC1,-14,-1,4,-3,-4,-5,1,-1,-38,-11
Nc1ccccc1C(=O)NCc1ccc(Cl)cc1,17,3,-6,-1,-2,7,-4,-2,-8,-13
CC(C)(C)c1cnnn1-c1cccc([N+](=O)[O-])c1,-12,1,-14,0,1,-2,-1,1,-6,-4
O=C(Nc1ccc(S(=O)(=O)NC2CCCCC2)cc1)c1ccc(Br)o1,9,4,27,-3,0,-5,5,2,9,7

# 3 entries from above, set out differently:
# Fields: HSF1 activator	GSK3beta inhib	aSyn 5UTR inh	Dyrk1A ADPGlo	HSP90 inh	HSF1 inh	IEC-6 tox	GSK3 alpha inh	Platelet DG rel	KLF5 inhibitor
COc1ccc(/C=N/N2C(=N)SCC2=O)cc1
 : 20	-1	-19	8	2	5	4	-3	2	0
Cc1ccc2cc(CCNS(=O)(=O)c3ccc(Cl)cc3)c(=O)[nH]c2c1C
 : 20	-4	18	3	-4	8	-2	0	1	4
O=C(O/N=C/c1ccc2c(c1)OCO2)c1ccc([N+](=O)[O-])cc1
 : 2	0	7	0	-1	-2	1	-1	-2	-22

# Further results:
SMILES,HSF1 activator,GSK3beta inhib,aSyn 5UTR inh,Dyrk1A ADPGlo,HSP90 inh,HSF1 inh,IEC-6 tox,GSK3 alpha inh,Platelet DG rel,KLF5 inhibitor
Cc1ccc(-c2csc(N)n2)s1,10,-1,-71,-4,0,-2,-3,nt,-3,0
CCCn1c(C(C)Nc2nc(-c3ccc(C)cc3)cs2)nc2cc(Cl)c(N3CCCCC3)cc21 (stereo not drawn),-3,0,-25,nt,1,3,-2,1,0,-15
CCN1C(=O)/C(=C2\C=Cc3ccccc3N2CC)OC1=S,0,1,25,nt,-2,-3,-8,1,6,-4
CCCCC(=O)Nc1ccc(NC(=O)C2CC2)cn1,-10,0,-23,4,-3,2,-5,-1,-6,-18
CC(=O)c1cc(-c2ccc(F)cc2)n(CCC(=O)NC(C)(C)C)c1C,15,6,16,-1,0,-3,1,1,4,4
CCNC(=S)NNC(=O)C1CCCCC1,3,1,-6,1,-6,-4,-8,3,-2,-22
CCN(CC)CC#CCC1(O)c2ccccc2-c2ccccc21,11,-1,-3,11,5,1,3,-3,-5,19
CCN(CC)CCCN1C(=O)CSC1c1ccc2c(c1)OCO2 (stereo not drawn),-5,0,-19,-7,1,2,4,-3,7,1
CC(=O)Nc1ccc(NC(=S)NC(=O)c2ccc([N+](=O)[O-])cc2)cc1,1,1,-18,9,2,-4,-1,1,-12,-14
COc1ccc(NC(=O)CCN2CC(C)OC(C)C2)c(OC)c1 (stereo not drawn),3,-4,-3,3,-1,1,-4,0,6,-16
Cc1ccc(-c2csc(/C(C#N)=C(\O)CCl)n2)cc1,27,-3,-96,nt,-3,22,4,nt,-25,-58
C=CCOc1cccc(C(=O)Nc2ncn[nH]2)c1,16,2,-6,2,-1,-3,0,4,-4,-23
COc1ccccc1NC(=O)N1CCC(C(=O)c2ccc(F)cc2)CC1,nt,0,nt,4,-2,nt,-1,-2,-8,-4
CCS(=O)(=O)Nc1ccc(-c2nnc(SCC(=O)c3cccc(OC)c3)o2)cc1,17,1,14,-3,3,6,5,-3,8,-43
Cc1cccc(NC(=O)COC(=O)Cc2cccc(C(F)(F)F)c2)c1C,3,1,-8,1,-3,-5,-5,0,-4,-16
